High-throughput results (PubChem)
G9a inh = G9a (human) methyltransferase inhibition; G9a H3K9 monomethylation, AlphaScreen, 2 h; AID 504332; Q96KQ7; 8.8% of 350,000 active; Potency, µM (series often up to 102 µM), inactives show top-dose activity, negative = inhibition, most hits filed as inhibitors; further: on the % scale 0 is the no-effect control and ±100 the full control effect; nearly all actives have a fitted effect of over 75% in size
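Using a bead-based AlphaScreen, monomethylated H3K9 product from 2 h room-temperature reactions (G9a 20 nM, peptide 500 nM, SAM 20 uM) was detected with 0.5 ug/mL rabbit anti-H3K9me1 antibody.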
POLB inh = inhibitors of human DNA polymerase beta; Pol beta primer extension/strand displacement, fluorescence kinetic; P06746; AID 485314; Potency, µM (doses to about 114 µM), for the others: at the top dose activity change, negative = inhibition, most hits filed as inhibitors; 1.3% of 340,000 active; further: on the % scale 0 is the no-effect control and ±100 the full control effect
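10 nM enzyme + cpd, 15 min RT; start with substrate 50 nM final; read 0 min and after 10 min RT. Corrected, normalized data; 4-parameter Hill curve fit.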
BLM inh = blocks DNA unwinding by human BLM helicase | 0.2% of 350,000 active | recombinant BLM DNA unwinding, fluorescence dequenching | P54132 | Potency, µM (highest dose often 56.1 µM), without a hit: at the highest dose activity change, negative = inhibition, usual class: inhibitors;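 further: plate controls were vehicle for no effect and no enzyme for full effect; nearly all actives have a fitted effect of over 35% in size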
Pol iota inh = DNA polymerase iota (human) inhibition. Pol iota fluorescent replication assay, 10 min. Potency, µM (highest dose often 115 µM), for the others: at the highest dose activity, negative = inhibition, usual class: inhibitors. 1% of 390,000 active. AID 588590
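Pol iota at 10 nM preincubated 15 min with compounds at room temperature; reaction started with fluorescent substrate, 50 nM final. Fluorescence read kinetically at 0 and 10 min; buffer-only wells as negative control.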
JMJD2A Tudor inh = blocks the human JMJD2A Tudor domain | O75164 | Potency, µM (highest dose often 114 µM), inactives show at the top dose activity change, negative = inhibition, hits mostly inhibitors | 4.4% of 390,000 active | AlphaScreen JMJD2A-Tudor / H3K4me3 peptide binding | AID 504339; further: on the % scale 0 is the no-effect control and ±100 the full control effect; nearly all actives have a fitted effect of over 50% in size
BAZ2B inh = blocks human BAZ2B; AlphaScreen BAZ2B-H3K14Ac peptide displacement; AID 504333; Q9UIF8; Potency, µM (top dose mostly 114 µM), for inactives: top-dose activity change, negative = inhibition, hits mostly inhibitors; 4.4% of 360,000 active; further: on the % scale 0 is the no-effect control and ±100 the full control effect; nearly all actives have a fitted effect of over 60% in size
Target sequence (Q9UIF8 whole entry, looked up): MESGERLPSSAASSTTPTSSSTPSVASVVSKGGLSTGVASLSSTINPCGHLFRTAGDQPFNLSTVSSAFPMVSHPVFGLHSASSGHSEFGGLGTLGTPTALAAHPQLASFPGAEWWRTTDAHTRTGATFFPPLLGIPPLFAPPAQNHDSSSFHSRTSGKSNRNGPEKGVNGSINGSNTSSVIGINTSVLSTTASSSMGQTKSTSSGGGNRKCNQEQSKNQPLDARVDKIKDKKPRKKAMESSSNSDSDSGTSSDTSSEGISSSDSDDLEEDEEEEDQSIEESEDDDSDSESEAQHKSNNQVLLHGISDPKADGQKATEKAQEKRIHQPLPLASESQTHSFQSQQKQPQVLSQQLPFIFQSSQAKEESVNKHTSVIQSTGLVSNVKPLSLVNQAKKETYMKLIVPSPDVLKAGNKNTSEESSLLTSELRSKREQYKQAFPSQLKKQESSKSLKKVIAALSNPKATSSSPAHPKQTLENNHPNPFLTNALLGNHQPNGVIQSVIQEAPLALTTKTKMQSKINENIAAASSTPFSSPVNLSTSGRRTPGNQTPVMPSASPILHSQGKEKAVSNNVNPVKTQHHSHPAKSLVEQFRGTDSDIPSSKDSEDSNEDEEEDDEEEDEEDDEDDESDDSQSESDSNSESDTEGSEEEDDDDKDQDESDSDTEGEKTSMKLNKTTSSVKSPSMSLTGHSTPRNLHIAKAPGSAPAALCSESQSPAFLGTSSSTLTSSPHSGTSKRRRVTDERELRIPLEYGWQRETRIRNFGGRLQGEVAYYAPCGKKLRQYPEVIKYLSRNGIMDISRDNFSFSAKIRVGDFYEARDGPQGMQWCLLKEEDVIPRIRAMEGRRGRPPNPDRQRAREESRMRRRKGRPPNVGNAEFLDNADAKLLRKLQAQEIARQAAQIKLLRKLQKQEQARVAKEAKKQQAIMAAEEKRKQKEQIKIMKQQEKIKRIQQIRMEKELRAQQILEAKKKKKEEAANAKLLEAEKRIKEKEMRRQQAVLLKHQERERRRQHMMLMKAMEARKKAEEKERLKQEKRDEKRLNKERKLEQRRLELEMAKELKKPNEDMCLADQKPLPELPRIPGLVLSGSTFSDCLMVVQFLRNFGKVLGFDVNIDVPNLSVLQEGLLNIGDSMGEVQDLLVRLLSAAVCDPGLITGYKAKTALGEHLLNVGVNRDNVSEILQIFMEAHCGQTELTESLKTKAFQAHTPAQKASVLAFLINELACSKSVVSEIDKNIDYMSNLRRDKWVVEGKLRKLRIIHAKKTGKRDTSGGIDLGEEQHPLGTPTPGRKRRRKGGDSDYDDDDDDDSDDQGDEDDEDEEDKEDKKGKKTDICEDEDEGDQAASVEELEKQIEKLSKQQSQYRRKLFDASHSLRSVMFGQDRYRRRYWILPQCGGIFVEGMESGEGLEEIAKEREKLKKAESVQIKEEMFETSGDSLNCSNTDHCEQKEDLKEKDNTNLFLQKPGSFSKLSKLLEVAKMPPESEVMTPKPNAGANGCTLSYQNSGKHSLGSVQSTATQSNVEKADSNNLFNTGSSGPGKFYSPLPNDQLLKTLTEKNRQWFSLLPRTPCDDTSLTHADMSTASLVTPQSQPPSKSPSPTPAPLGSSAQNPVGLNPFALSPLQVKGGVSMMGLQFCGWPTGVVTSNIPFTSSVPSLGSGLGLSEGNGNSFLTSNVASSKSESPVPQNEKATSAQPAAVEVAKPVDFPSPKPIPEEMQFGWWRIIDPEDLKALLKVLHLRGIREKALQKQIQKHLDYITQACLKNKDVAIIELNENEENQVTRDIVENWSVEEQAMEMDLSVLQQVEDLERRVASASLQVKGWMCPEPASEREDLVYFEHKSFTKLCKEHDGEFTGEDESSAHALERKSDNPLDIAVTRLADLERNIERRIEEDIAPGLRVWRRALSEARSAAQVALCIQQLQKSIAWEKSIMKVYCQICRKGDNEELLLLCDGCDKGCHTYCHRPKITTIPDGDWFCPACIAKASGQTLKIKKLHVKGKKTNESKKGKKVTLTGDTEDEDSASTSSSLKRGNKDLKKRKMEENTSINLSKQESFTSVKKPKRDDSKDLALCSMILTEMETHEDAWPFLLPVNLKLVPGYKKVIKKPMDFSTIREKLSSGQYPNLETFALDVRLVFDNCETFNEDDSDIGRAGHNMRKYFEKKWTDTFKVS
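BAZ2B 50 nM plus b-H3(5-23)K14Ac 50 nM, PBS pH 7.4/0.01% Tween-20, 30 min RT; compound added (max 110 uM), 30 min RT; streptavidin donor/Ni-chelate acceptor beads 10 ug/mL final, 20 min dark; AlphaScreen read.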
APE1 inh = APE1 (human) endonuclease inhibition | Potency, µM (top dose mostly 65.8 µM), for inactives: top-dose activity change, negative = inhibition, actives largely listed as inhibitors | recombinant APE1, TAMRA/BHQ-2 abasic DNA cleavage fluorescence | 0.35% of 350,000 active;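 further: plate controls were vehicle for no effect and reference inhibitor for full effect; nearly all actives have a fitted effect of over 55% in size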
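Compound pre-exposure to 0.75 nM APE1, 15 min at ambient temperature. Reaction initiated with 50 nM TAMRA/BHQ-2 THF substrate, read immediately in kinetic mode, 525 nm excitation, 598 nm emission.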
Pol eta inh = inhibitors of human DNA polymerase eta; Q9Y253; recombinant Pol eta, fluorescent DNA replication assay; Potency, µM (top dose mostly 114 µM), without a hit: top-dose activity change, negative = inhibition, hits mostly inhibitors; 1.2% of 390,000 active; AID 588591; further: on the % scale 0 is the no-effect control and ±100 the full control effect
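Fluorescent replication assay: 50 nM final substrate added after a 15 min room-temperature compound preincubation with 10 nM enzyme. Signal taken at 0 min and again at 10 min.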
POLK inh = DNA polymerase kappa (human) inhibition | purified Pol kappa, fluorescent DNA synthesis assay, 10 min | Potency, µM (top dose mostly 107 µM), inactives show at the highest dose activity, negative = inhibition, hits mostly inhibitors | 0.53% of 400,000 active; further: on the % scale 0 is the no-effect control and ±100 the full control effect
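Here, compound and 10 nM enzyme are combined for 15 min at room temperature; adding 50 nM substrate (final) starts DNA synthesis, tracked by fluorescence at 0 and 10 min against buffer-only wells.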
Active calls of the source: *; ? = inconclusive; · = no result given; & = joins results of further samples; ! = not confirmed by another sample; [ ] = another dose, or the depositor's remark. The call rests on the fitted dose curve; in most records, active means well fitted curve in the direction sought with a large enough effect; inconclusive means small, poorly fitted or top-dose-only effect, or another doubt; inactive means no such curve, though single readings can be large; an effect the other way counts as inactive or inconclusive. Potency means the concentration at half of the fitted maximal effect.

nr	mol	G9a inh	POLB inh	BLM inh	Pol iota inh	JMJD2A Tudor inh	BAZ2B inh	APE1 inh	Pol eta inh	POLK inh
1	COP(=O)(OC)Oc1ccc(C(O)C(Cl)(Cl)Cl)cc1 (stereo unspecified)	6%	-24%	-3%	145%[activator]	-5%	1%	-3%	-21%	-2%
2	O=C(CC1CCCCC1)c1c(O)c2ccccc2oc1=O	-12%[12.7 µM]	2%	-11%	?	16%	1%	-2%	-19%	-9%
3	Cc1cc(OC(=O)N(C)C)nc2c1c(C)nn2C	-1%	-17%	0%	17%	-5%	-9%	0%	-4%	-11%
4	CCOC(=O)c1c(C)[nH]c(C)c1C(=O)C(Cc1ccccc1)N(C)C (stereo unspecified)	9%	-7%	4%	18%	-14%	-15%	25%	6%	-5%
5	FC(F)(F)c1ccc2c(c1)nnn2C1CCN(Cc2nnnn2Cc2ccccc2)CC1	19%[59 µM]	?	-8%	-16%	-3%	6%	-6%	-11%	2%
6	CC(=O)OCC1=C(C(=O)O)N2C(=O)C(NC(=O)CCCC(N)C(=O)O)C2SC1 (stereo unspecified)	8%[2.33 µM]	·	?	·	·	·	22µM*	·	?
7	COc1c(C)cc(C(=O)C2CCCN(Cc3ccccn3)C2)cc1C (stereo unspecified)	1%	-17%	-4%	56%[activator]	-33%	-30%	1%	-15%	-2%
8	CCCCn1c(O)c(C(CC)=NCc2cccnc2)c(=O)[nH]c1=O	0%[59 µM]	7%	-1%	-10%	-12%	8%	7%	-11%	2%
9	O=C(Cc1coc2cc3c(cc12)CCC3)OCC(=O)N1CCCC1=O	41%	17%	-4%	28%	12%	?	8%	-9%	11%
10	CCCCn1c(O)c(C=NCCCn2ccnc2)c(=O)[nH]c1=O	1%[59 µM]	6%	-11%	1%	1%	13%	18%	-1%	-12%
11	CC[C@H](C)/C=C(C)/C=C/C1=CC2=C(Cl)C(=O)[C@](C)(OC(C)=O)C(=O)C2=CO1	·	·	·	50µM*	79µM*	·	-4%	20µM*	79µM*
12	O=C(O)c1ccc2c(c1)C1C(Cl)C(Sc3ccccc3[N+](=O)[O-])CC1C(c1cccc([N+](=O)[O-])c1)N2 (stereo unspecified)	20µM*	?	-19%	?	-22%[11.4 µM]	18µM*	-10%	22µM*	50µM*
13	O=[N+]([O-])c1cc([As](=O)(O)O)ccc1O	-3%[12.7 µM]	·	1%	?	89µM*	-4%	16%	-15%	?
14	O=C(COc1ccc(Cl)cc1)N1CCN(Cc2ccc([N+](=O)[O-])cc2)CC1	2.5µM*	-2%	2%	15%	11µM*	·	-2%	-1%	10%
15	Oc1ccc(Cl)cc1Cc1cc(Cl)ccc1O	20%[59 µM]	-21%	?	-10%	-22%	-13%	7%&16%	-16%	?
16	CC(C)(CN)CC(=O)O	·	-1%	1%	4%	-18%	-12%	11%	-8%	16%
17	CCn1nc(C)c(C2C(C#N)=C(N)Oc3n[nH]c(C)c32)c1C (stereo unspecified)	1%[59 µM]	-13%	4%	92%[activator]	-6%	1%	1%	-18%	-5%
18	C[n+]1c(-c2ccccc2)c2cc(N)ccc2c2ccc(N)cc21	?	25µM*	?	8.9µM*	?	40µM*	11µM*	?	25µM*
19	COC(=O)C1C2c3ccccc3OC1(C)N=c1s/c(=C/c3cnn(C)c3C)c(=O)n12 (stereo unspecified)	-1%[12.7 µM]	-3%	0%	11%	-17%	6%	1%	-15%	-10%
20	CNC(C)Cc1ccccc1 (stereo unspecified)	·	·	·	3%	-10%	·	22%	-9%	-3%
21	CCC(C=C[C@@H]1OC(=O)C=C[C@H]1C)=C[C@H](C)CC=CC(C)=C[C@@H](C)C(=O)[C@@H](C)[C@H](O)[C@@H](C)CC(C)=CC(=O)O	?	·	?	·	·	·	?	·	-7%[2.39 µM]
22	CC(=O)O[C@]1(C)C(=O)OC/C2=C/CN(C)CCC(OC(=O)[C@@](O)(C(C)O)C[C@H]1C)C2=O (stereo partly specified)	?	9%	-1%	15%	3%	-9%	67%[activator]	-3%	-18%
23	O=[N+]([O-])c1ccc(N2CCNCC2)cc1N1CCCCC1	-30%	25%	1%	?	?	-15%	5%	-12%	-2%
24	COc1cccc(-n2c(O)c(C=NCc3ccc4c(c3)OCO4)c(=O)[nH]c2=O)c1	·	-3%	-2%	2%	-11%	8%	-2%	-4%	2%
25	Cc1ccc(CNC(=O)CCNC(=O)c2ccc([N+](=O)[O-])cc2)cc1	·	·	·	54%[activator]	-15%	·	35%	-5%	-1%

Grouped by structure, those above with an NH in an aromatic ring (5)
nr	mol	G9a inh	POLB inh	BLM inh	Pol iota inh	JMJD2A Tudor inh	BAZ2B inh	APE1 inh	Pol eta inh	POLK inh
4	CCOC(=O)c1c(C)[nH]c(C)c1C(=O)C(Cc1ccccc1)N(C)C (stereo unspecified)	9%	-7%	4%	18%	-14%	-15%	25%	6%	-5%
8	CCCCn1c(O)c(C(CC)=NCc2cccnc2)c(=O)[nH]c1=O	0%[59 µM]	7%	-1%	-10%	-12%	8%	7%	-11%	2%
10	CCCCn1c(O)c(C=NCCCn2ccnc2)c(=O)[nH]c1=O	1%[59 µM]	6%	-11%	1%	1%	13%	18%	-1%	-12%
17	CCn1nc(C)c(C2C(C#N)=C(N)Oc3n[nH]c(C)c32)c1C (stereo unspecified)	1%[59 µM]	-13%	4%	92%[activator]	-6%	1%	1%	-18%	-5%
24	COc1cccc(-n2c(O)c(C=NCc3ccc4c(c3)OCO4)c(=O)[nH]c2=O)c1	·	-3%	-2%	2%	-11%	8%	-2%	-4%	2%

Back to the main list, repeating the 2 entries before the break.
nr	mol	G9a inh	POLB inh	BLM inh	Pol iota inh	JMJD2A Tudor inh	BAZ2B inh	APE1 inh	Pol eta inh	POLK inh
24	COc1cccc(-n2c(O)c(C=NCc3ccc4c(c3)OCO4)c(=O)[nH]c2=O)c1	·	-3%	-2%	2%	-11%	8%	-2%	-4%	2%
25	Cc1ccc(CNC(=O)CCNC(=O)c2ccc([N+](=O)[O-])cc2)cc1	·	·	·	54%[activator]	-15%	·	35%	-5%	-1%
26	CN1c2ccccc2Oc2ccccc21	?	0%	-3%	18%	-36%	-10%	-1%	-15%	-18%
27	CCOS(C)(=O)=O	3%[0.501 µM]	·	·	44%[activator]	-8%	-4%	7%&-3%	-9%	7%
28	COC(=O)C1=C(c2cccc(C#N)c2)C[C@@H]2CC[C@H]1N2C(=O)NCc1ccc(F)cc1	-5%[2.33 µM]	·	·	59%[activator]	-1%	7%	15%	-21%	5%
29	O=c1[nH]c(=O)n(-c2ccc(Br)cc2)c(O)c1C=NCCN1CCCCC1	·	19%	0%	44%[activator]	-2%	-2%	9%	6%	-4%
30	CCOC(=O)c1c(-n2c(C)cc(/C=C3\C(=O)NC(=O)N(C)C3=O)c2C)sc2c1CCCC2	?	16%	-1%	14µM*	?	?	-3%	79µM*	-10%
31	COc1cccc2c1N=C1CCCC3CN(C(C)=O)CCC123 (stereo unspecified)	·	·	·	19%	-3%	·	·	-21%	-5%
32	O=c1[nH]c(=O)n(-c2ccc(F)cc2)c(O)c1C=Nc1ccccc1N1CCCC1	-23%[12.7 µM]	?	-8%	6%	-18%	-2%	2%	?	3%
33	Cc1ccc(C(=O)Nc2ccc(-n3ccnc3P(=O)(O)c3ccccc3)cc2)cc1	-14%[59 µM]	19%	3%	17%	-12%	?	-1%	-7%	-4%
34	CCN1CCN(C(=O)COc2ccc(S(=O)(=O)N3CCOCC3)cc2Cl)CC1	-5%	15%	-11%	54%[activator]	-22%	-9%	-4%	-17%	-6%
35	CC1CCN(S(=O)(=O)c2ccc(NN=C(C#N)C#N)cc2)CC1	?	-1%	-12%	·	·	45µM*	-8%	·	·
36	COc1ccc(NC(=O)CCOc2cc(C)ccc2C)cc1S(=O)(=O)N1CCCCC1	·	·	·	81%[activator]	-21%	·	-14%	-29%	-22%
37	O=[N+]([O-])c1ccc(Cl)cc1	-29%[0.501 µM]	·	·	19%	-6%	-14%	-6%&3%	-11%	-14%
38	N/C(=N\N=C/c1ccc(-c2ccc(O)c(C(=O)O)c2)o1)N[N+](=O)[O-]	25µM*	3.5µM*	52%[activator]	3.5µM*	11µM*	25µM*	7.9µM*	4.5µM*	8.9µM*
39	COc1c(C)cc(C(=O)C2CCCN(Cc3cccc(O)c3)C2)cc1C (stereo unspecified)	?	-2%	-9%	-4%	-35%	-31%	2%	-16%	-12%
40	N#CC(CCN1CCOCC1)(c1ccccc1)c1ccccc1	9%	-10%	-4%	-14%	-13%	-20%	0%	6%	0%
41	COC(=O)C1=C(c2ccc(OC(F)(F)F)cc2)C[C@@H]2CC[C@H]1N2C(=O)NCc1cc(C)oc1C(F)(F)F	16%[2.33 µM]	·	·	-8%	-16%	7%	-32%	-2%	-11%
42	CCN(CC)Cc1cc(Nc2ccnc3cc(Cl)ccc23)ccc1O	?	-2%	59%[activator]	-11%&11%	-28%&-20%	50µM*!	7%	-7%&-5%	-36%
43	Cc1ccccc1NC(=O)c1cc(-c2ccccc2)n(CCCN2CCOCC2)c1C	-30%	-13%	-2%	-9%	-24%	-28%	3%	-7%	-4%
44	Cc1ccc2c(c1)CNc1ccccc1O2	-11%	2%	-3%	-8%	-12%	-6%	-3%	-20%	-8%
45	COc1ccc(-n2ncc(C(=O)N3CCN(c4cc(C)ccc4C)CC3)c2C2CCN(C(=O)OC(C)(C)C)CC2)cc1	-10%[59 µM]	0%	-2%	33%[activator]	-30%	-1%[57.1 µM]	·	-24%	-17%
46	NCC(=O)c1ccccc1	·	·	2%	7%&36%	-18%	·	3%	-17%	-1%
47	CCOc1ccc2c(c1)c(C(C)=O)c(C)n2Cc1ccco1	-1%	-1%	-8%	?	-16%	-16%	11%	-4%	-4%
48	CCC(C)N1C(=O)/C(=C/c2ccc3c(c2)CCN3CCCCl)C(=O)NC1=S (stereo unspecified)	13µM*	16µM*	?	?	50µM*	50µM*	-1%	16µM*	?
49	C=CCn1c(O)c(C(CC)=Nc2cccc(C(F)(F)F)c2)c(=O)[nH]c1=O	?	-13%	-2%	14%	-6%	-11%	-2%	-7%	-13%

These rows are one share of the data (hit frequency here may not be typical).
